# Integrin act MD: integrin-mediated muscular dystrophy alleviation activation | alpha7betagal myoblasts, beta-gal FDG fluorescence, 48 h | AID 624291 | 0.064% of 350,000 active | Potency, µM (titrated, usually from 38.3 µM), inactives show at the highest dose activation, actives largely listed as activators;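 note: potency is the fitted concentration of half-maximal effect; 100% = response of the positive control SU9516; nearly all actives have a fitted effect of over 60% in size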
#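 alpha7betagal+/- myoblasts (passage 13, 250/well) treated 48 h at 37C with compounds at 1:260 dilution of DMSO stock. Lysed, then beta-galactosidase activity read as FDG fluorescence (ex 480/em 540) after 30 min, with pre-read for autofluorescence.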
# TCR activator: activates T cell receptor signaling; Potency, µM (doses to about 9.22 µM), for the others: at the highest dose activation of IL-2 secretion, actives largely listed as activators; primary human leukocytes, anti-CD3, IL-2 HTRF, 48 h; 330,000 tested, under 10 active; AID 504894; note: % of control where 0% means no effect
#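 Primary human leukocytes were stimulated with a-CD3 beads plus compounds for 48 hr without co-stimulation; secreted IL-2 was quantified by HTRF using a-IL-2-K (europium cryptate) and a-IL-2-d2, excited at 320nm with acceptor emission read at 665nm.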
# ASM inhibitor: blocks human secretory acid sphingomyelinase | Potency, µM (top dose mostly 57.5 µM), inactives show at the highest dose activity change, negative = inhibition, most hits filed as inhibitors | 0.006% of 340,000 active | placental ASM, HMU-PC fluorogenic substrate, 60 min | AID 504937 | P17405; note: potency is the fitted concentration of half-maximal effect
# Target sequence (P17405 47-631 limits assumed): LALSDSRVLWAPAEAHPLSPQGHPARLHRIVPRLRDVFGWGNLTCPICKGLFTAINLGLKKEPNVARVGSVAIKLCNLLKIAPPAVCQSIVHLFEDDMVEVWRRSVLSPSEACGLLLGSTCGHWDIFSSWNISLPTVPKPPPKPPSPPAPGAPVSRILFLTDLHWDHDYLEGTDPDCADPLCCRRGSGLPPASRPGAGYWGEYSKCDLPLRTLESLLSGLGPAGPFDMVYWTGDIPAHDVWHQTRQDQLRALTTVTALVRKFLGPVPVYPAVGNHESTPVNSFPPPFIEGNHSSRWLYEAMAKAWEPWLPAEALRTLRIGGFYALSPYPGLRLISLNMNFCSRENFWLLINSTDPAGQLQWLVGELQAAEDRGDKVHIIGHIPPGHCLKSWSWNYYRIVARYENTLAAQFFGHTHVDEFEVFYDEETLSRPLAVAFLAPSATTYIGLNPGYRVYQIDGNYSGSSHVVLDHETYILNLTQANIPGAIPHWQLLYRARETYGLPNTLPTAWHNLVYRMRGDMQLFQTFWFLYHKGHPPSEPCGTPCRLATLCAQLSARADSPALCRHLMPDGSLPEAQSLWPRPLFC
#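 Steps: dispense placental human ASM, pin compound, wait 10 min at room temperature, add HMU-PC0 substrate at 9 uM final, incubate 60 min at 37 °C, add stop solution raising pH to 10, read fluorescence.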
# TSG101-PTAP inh: blocks PTAP/TSG101 interaction to inhibit HIV-1 budding; Q99816; Fluorescence polarization, FITC-PTAP peptide / Tsg101 binding; Potency, µM (doses to about 115 µM), inactives show at the highest dose activity change, negative = inhibition, actives largely listed as inhibitors; 340,000 tested, under 10 active; AID 493005; active = well fitted inhibition curve with a large enough effect in the main read-out, with a control signal flat, not every such curve was filed as active; inconclusive = small, poorly fitted or top-dose-only effect, or effect the other way, or a change in a side signal; inactive = no such curve, though single readings can be large or run the other way; note: potency is the fitted concentration of half-maximal effect; % of control where 0% means no effect
# Target sequence (Q99816 whole entry, looked up): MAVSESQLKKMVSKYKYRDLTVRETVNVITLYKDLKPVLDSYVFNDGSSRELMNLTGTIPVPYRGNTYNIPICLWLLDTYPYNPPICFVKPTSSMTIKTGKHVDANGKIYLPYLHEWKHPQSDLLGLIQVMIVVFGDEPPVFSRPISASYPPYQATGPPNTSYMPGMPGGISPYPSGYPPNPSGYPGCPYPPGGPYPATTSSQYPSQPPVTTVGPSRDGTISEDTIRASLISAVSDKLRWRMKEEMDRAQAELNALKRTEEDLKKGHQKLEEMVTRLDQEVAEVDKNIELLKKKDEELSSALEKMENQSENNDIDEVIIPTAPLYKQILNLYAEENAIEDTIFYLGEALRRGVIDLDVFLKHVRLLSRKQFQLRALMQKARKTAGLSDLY
#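 Compounds were pin-transferred onto Tsg101 binding domain (10 uM final) in HEPES pH 7.5 buffer, then FITC-PTAP peptide was added at 50 nM final. After 20 min at RT, polarization reported peptide displacement across a qHTS concentration series.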
# * = called active by the depositor; ? = inconclusive; [ ] = remark or other dose. Unless noted, calls come from the whole dose curve; as a rule, active = well fitted curve in the direction sought with a large enough effect; inconclusive = small, poorly fitted or top-dose-only effect, or another doubt; inactive = no such curve, though single readings can be large; an effect the other way counts as inactive or inconclusive. A portion of the library; the hit share may differ from the screen's.
smiles	ASM inhibitor	TCR activator	Integrin act MD	TSG101-PTAP inh
Cc1ccc(C)c(NC(=O)CN2C(=O)c3ccccc3C2=O)c1	4.1%	5.0%	19.3%	2.1%
CN1OC[C@@H]2CN(C(=O)C(C)(C)C)[C@H](c3cccc(Br)c3)C[C@@H]21	3.2%	2.8%	-6.5%	-4.3%
COc1ccc(C(=O)NCCCCc2ccccc2)cc1	1.2%	4.6%	-5.5%	-3.8%
CCCCCCOC(=O)CC1CC(C(C)=O)C1(C)C (centres undefined)	-2.7%	-2.2%	-9.6%	0.2%
S=C(NN=Cc1ccc2c(c1)OCO2)NN=Cc1ccc2c(c1)OCO2	-3.6%	9.4%	-32.7%	-3.2%
O=C(c1ccc([N+](=O)[O-])cc1)N1CCN(c2ncccn2)CC1	0.3%	-2.3%	-10.4%	0.0%
COc1ccc(NC(=O)N(C)C[C@H]2Oc3ccc(NS(=O)(=O)c4cn(C)cn4)cc3C(=O)N([C@H](C)CO)C[C@@H]2C)cc1	3.6%	9.4%	7.8%	-5.3%
COc1ccc(-c2csc(NC(C)c3nc4cc(Cl)c(N5CCCCC5)cc4n3CCOCCO)n2)cc1 (centres undefined)	?	-1.3%	-0.9%	1.2%
CCOC(=O)C(CCc1ccccn1)c1ccccc1 (centres undefined)	4.6%	0.7%	4.3%	-2.0%
O=C1C[C@@H]2c3c(cccc3CN1Cc1ccc(Br)cc1)C[C@@H](O)[C@H]2O	0.5%	1.9%	18.5%	-2.1%

# (list continues)
smiles	ASM inhibitor	TCR activator	Integrin act MD	TSG101-PTAP inh
Nc1ccc2c(c1)C(=O)c1cc([N+](=O)[O-])ccc1-2	-3.4%	8.2%	5.3%	-0.9%
CCCCCCCCCCCCN1[C@@H](CC(=O)O)c2cc(C(F)(F)F)ccc2S1(=O)=O	-5.6%	1.5%	1.2%	?
Cc1cc(NC(=O)NC(=O)c2ccccc2NC(=O)C(C)N)ccc1Oc1ncc(Br)cn1 (centres undefined)	-0.3%	1.6%	-11.7%	-0.3%
O=C(COC(=O)c1cc(=O)[nH]c2ccccc12)Nc1nc(-c2ccc(F)cc2)cs1	-23.8%	-2.5%	-22.8%	-6.6%
CC(=O)Oc1ccc(OC(C)=O)c2c1C1C=CC2CC1	8.3%	-3.0%	-21.3%	-2.8%
CCCCN1CC(COCc2ccccc2)Oc2cc(Br)ccc2S1(=O)=O (centres undefined)	3.7%	5.9%	-25.7%	-2.1%
C=CCN1C(=O)c2ccc(C(=O)NCCc3ccc(F)cc3)cc2C1=O	-0.9%	-0.3%	4.9%	-1.4%
O=C1CSC(=S)N1Cc1cccs1	2.1%	-3.5%	-0.7%	-3.0%
O=C(NCCNCCO)C1(C(F)(F)F)C/C(=C\CCO)CCCO1 (centres undefined)	2.6%	-1.9%	-15.4%	-5.4%
Cc1c(C(c2cc(O)ccc2Cl)c2c(C)n(C)n(-c3ccccc3)c2=O)c(=O)n(-c2ccccc2)n1C	0.7%	-4.8%	-14.2%	-1.6%

# Next part:
smiles	ASM inhibitor	TCR activator	Integrin act MD	TSG101-PTAP inh
CC12CCC(=O)C=C1CCCC2=O (centres undefined)	1.9%	0.8%	4.8%	-4.8%
O=C(c1ccccc1)C(O)(Cc1ccccc1)c1ccccc1 (centres undefined)	-10.6%	9.8%	?	-2.8%
CN(C)Cc1ccccc1Sc1ccc2c(c1)CCCC2	-3.3%	-8.3%	0.0%	2.8%
N#C/C(=C/c1ccc(-c2ccc([N+](=O)[O-])cc2)o1)c1nnc(N2CCOCC2)n1-c1ccccc1	-2.6%	1.3%	8.9%	-0.2%
CCc1ccccc1-n1ncc(C(=O)Nc2ccc(OC)cc2)c1C	-1.5%	4.8%	11.3%	-4.1%
CCc1nc2sc(C#N)c(N)c2c2c1CCCC2	128.6%[activator]	6.5%	-5.8%	-12.9%
Cn1ncc2c(=S)nc(Cl)[nH]c21	5.0%	-15.0%	-22.0%	-5.0%
CC/C(=C(/c1ccccc1)c1ccc(OCC[N+](C)(C)C)cc1)c1ccccc1	-25.1%	-3.6%	0.0%	-2.5%
CC[C@]12C(=O)N(C)C[C@H]([C@@H]3C(=O)N(Cc4ccccc4)C(=O)[C@@H]31)N2C(=O)c1ccc(C(F)(F)F)cc1	7.0%	-2.3%	-19.3%	-2.6%
CCOC(=O)C1CCCN(C(=O)c2cc3ccccc3cc2OC)C1 (centres undefined)	1.6%	10.8%	-2.0%	-3.3%

# The list goes on:
smiles	ASM inhibitor	TCR activator	Integrin act MD	TSG101-PTAP inh
CC(C)=NNc1ncnc2nc[nH]c12	2.1%	-2.7%	-15.5%	-3.2%
COc1ccc(CCNC(=O)c2cccc(C(=O)NCCc3ccc(OC)cc3)n2)cc1	-9.1%	-2.5%	5.3%	-1.2%
COC(=O)c1cccc(Oc2nc3c(c(=O)n(C)c(=O)n3C)n2Cc2ccc(C)cc2)c1	-14.6%	7.7%	0.0%	-5.9%
O=C(COC(=O)c1nc(Cl)ccc1Cl)Nc1cccc(S(=O)(=O)N2CCOCC2)c1	2.0%	3.5%	14.8%	-2.1%
CN(C(=O)c1cccc(NC(=O)Cc2ccc(NC(=O)C3CCN(C(=O)C4CC4)CC3)cc2)c1)C1CCCC1	0.7%	-3.2%	0.8%	-0.8%
CC(=O)Oc1ccc(N(C(C)=O)S(=O)(=O)c2ccc(C)cc2)c2ccccc12	8.0%	-1.8%	-52.4%[inhibitor]	0.6%
Cc1onc(-c2c(F)cccc2Cl)c1C(=O)Nc1cccc(S(=O)(=O)N2CCCCC2)c1	4.1%	5.6%	0.0%	-3.6%
Cn1cc(Cc2ccccc2)c(=O)c(Cc2ccccc2)c1	5.0%	-4.4%	34.1%	-1.7%
Cc1cccc(C=CC(=O)c2ccccc2)c1	-0.5%	-2.3%	8.4%	0.6%
CCOC(=O)CN1C(=O)S/C(=C\c2ccc(-c3cccc(C(=O)O)c3C)o2)C1=O	6.2%	-7.7%	-19.6%	0.5%

# Carrying on:
smiles	ASM inhibitor	TCR activator	Integrin act MD	TSG101-PTAP inh
O=C(CS(=O)(=O)Cc1ccccc1)Nc1ccc(Br)cc1F	1.1%	3.6%	12.4%	-6.7%
Cc1cn(C2CCCCO2)c(=O)[nH]c1=O (centres undefined)	0.0%	-1.6%	-6.1%	0.0%
COc1ccc(C=NNC(=S)NC23CC4CC(CC(C4)C2)C3)cc1OC	-12.5%	0.7%	-22.0%	0.1%
COc1cc2c(cc1OC)C1C(=O)c3cc(OS(C)(=O)=O)c(OC)cc3C1N(C)C2=O (centres undefined)	-0.9%	18.0%	-36.2%	-5.1%
O/N=C/c1cc(Br)ccc1OCc1ccc(F)cc1	?	3.3%	1.0%	-4.3%
O=C(NNc1ccc([N+](=O)[O-])cn1)Nc1ccc(N=Nc2ccccc2)cc1	-7.4%	1.8%	11.0%	-0.7%
Cc1ccc(C(=O)N2[C@@H]3CN(C)C(=O)[C@@]2(C)[C@H]2C(=O)N(C)C(=O)[C@@H]32)cc1	1.3%	-2.5%	0.0%	-3.4%
CCO[C@H]1OC(C(=O)NCc2nc3ccccc3[nH]2)=C[C@@H](c2cn(C(C)=O)c3ccccc23)[C@@H]1CCCO	1.1%	5.4%	7.7%	-3.5%
Cc1ccc2c(c1)S(=O)(=O)N(C)C(c1ccccc1)=C2	-1.0%	-5.2%	18.2%	1.1%
CC(=O)Nc1cc2c(cc1Cl)-c1ccccc1C2	-3.6%	-7.8%	13.5%	0.0%

# (list continues)
smiles	ASM inhibitor	TCR activator	Integrin act MD	TSG101-PTAP inh
CC(=O)Nc1cccc(C(=O)OCC(=O)N2CCN(C(=O)COC(=O)c3cccc(NC(C)=O)c3)CC2)c1	4.5%	3.3%	0.5%	-2.7%
O=C(NCC1CC1)c1ccc2c3n(nc2c1)-c1ccc(Cl)cc1CO3	0.3%	2.1%	-9.1%	-7.4%
CCO[C@@H]1OC(C(=O)NCc2nc3ccccc3[nH]2)=C[C@H](c2coc3ccccc3c2=O)[C@H]1CCCO	8.3%	1.4%	0.0%	-1.7%
CCOC(=O)C(C(=O)OCC)C(c1ccccc1)N1CCN(c2ccccc2)CC1 (centres undefined)	-1.3%	-1.7%	17.3%	-1.1%
CN(C)CCNC(=O)c1c(CSc2ccc(Cl)cc2)noc1C(=O)NCc1ccccc1	-0.8%	4.8%	24.8%	0.1%
CCOC(=O)c1c2c(n(C)c1C)C(=O)C(=O)c1ccc(Br)cc1-2	-4.5%	-13.5%	-48.7%[inhibitor]	0.3%
Cc1ccc(S(=O)(=O)N2CCN(C(=O)COC(=O)/C=C/c3cccc([N+](=O)[O-])c3)CC2)c(C)c1	-0.7%	0.5%	20.6%	-5.1%
CN(CCc1ccccc1)C(=O)c1ccc(NC(=O)Cc2ccc(NC(=O)C3CCCN(C(=O)CCc4ccccc4)C3)cc2)cc1 (centres undefined)	1.5%	2.2%	5.3%	-2.6%
CN(Cc1ccccc1)C(=O)c1cccc(NC(=O)Cc2cccc(NC(=O)C3CCN(C(=O)C4CCC4)CC3)c2)c1	5.1%	-52.1%	-3.2%	-6.5%
CCSC(=Nc1ccccc1)N1CCOCC1	2.2%	6.7%	1.7%	-1.1%

# Grouped by structure, the entries above containing fluorine.
smiles	ASM inhibitor	TCR activator	Integrin act MD	TSG101-PTAP inh
CCCCCCCCCCCCN1[C@@H](CC(=O)O)c2cc(C(F)(F)F)ccc2S1(=O)=O	-5.6%	1.5%	1.2%	?
O=C(COC(=O)c1cc(=O)[nH]c2ccccc12)Nc1nc(-c2ccc(F)cc2)cs1	-23.8%	-2.5%	-22.8%	-6.6%
C=CCN1C(=O)c2ccc(C(=O)NCCc3ccc(F)cc3)cc2C1=O	-0.9%	-0.3%	4.9%	-1.4%
O=C(NCCNCCO)C1(C(F)(F)F)C/C(=C\CCO)CCCO1 (centres undefined)	2.6%	-1.9%	-15.4%	-5.4%
CC[C@]12C(=O)N(C)C[C@H]([C@@H]3C(=O)N(Cc4ccccc4)C(=O)[C@@H]31)N2C(=O)c1ccc(C(F)(F)F)cc1	7.0%	-2.3%	-19.3%	-2.6%
Cc1onc(-c2c(F)cccc2Cl)c1C(=O)Nc1cccc(S(=O)(=O)N2CCCCC2)c1	4.1%	5.6%	0.0%	-3.6%
O=C(CS(=O)(=O)Cc1ccccc1)Nc1ccc(Br)cc1F	1.1%	3.6%	12.4%	-6.7%
O/N=C/c1cc(Br)ccc1OCc1ccc(F)cc1	?	3.3%	1.0%	-4.3%

# More records
smiles	ASM inhibitor	TCR activator	Integrin act MD	TSG101-PTAP inh
CC(C)n1c(SCC(=O)Nc2nc3ccccc3s2)nc2c1c(=O)n(C)c(=O)n2C	-2.6%	-12.0%	-0.3%	-5.7%
COCC(=O)N(C)[C@H]1C[C@H]2c3cc(Oc4ccccc4C)ccc3CCN2C(=O)[C@H]1[C@H](C)O	7.0%	8.1%	-2.1%	-1.7%
Cc1cc(C(=O)Cn2cnc3ccc(Cl)cc3c2=O)c(C)n1C1CC1	0.6%	-1.9%	10.3%	5.6%
S=C(c1ccc2c(c1)OCO2)N1CCN(c2cccc(Cl)c2)CC1	-1.1%	-0.7%	-19.8%	-2.1%
CCN(CC)S(=O)(=O)c1ccc(N2CCOCC2)c(NC(=O)c2cccc3c(=O)c(C)c(-c4ccccc4)oc23)c1	-8.9%	-1.8%	-12.8%	0.1%
C=CCNC(=O)c1ccc2nc(Cc3ccc(OC)cc3)oc2c1	-1.1%	5.4%	7.5%	-5.5%
CC(=NNC(=S)N1CCC1)c1ccccn1	2.3%	-1.9%	18.0%	-0.8%
OC1COC(c2ccccc2)OC1C1OC(c2ccccc2)OCC1O (centres undefined)	-1.6%	-11.2%	-4.2%	0.9%
CC(=O)Nc1cccc2cc(O)ccc12	12.5%	2.7%	20.1%	-4.0%
CC(C)=CCc1ccc(O)c(=O)cc1C(C)C	-0.2%	12.1%	19.9%	-6.2%
COc1ccc(C=NNC(=O)NN=Cc2ccc(OC)c(OC)c2)cc1OC	-2.5%	-2.0%	-6.4%	-6.4%
COc1ccc(N(CC(=O)NCc2ccc3c(c2)OCO3)S(=O)(=O)c2ccc(O)c(C(=O)O)c2)cc1	-3.5%	2.6%	-16.5%	1.7%

# 2 compounds from above, reduced to TSG101-PTAP inh:
SMILES | TSG101-PTAP inh
OC1COC(c2ccccc2)OC1C1OC(c2ccccc2)OCC1O (centres undefined) | 0.9%
CC(=O)Nc1cccc2cc(O)ccc12 | -4.0%
